Lipid storage S3: qHTS Assay for Lipid Storage Modulators in Drosophila S3 Cells; Drosophila S3 cells, BODIPY lipid droplet fluorescence, 18-24 h; cells fed with added oleic acid; AID 2685; lipid storage change, negative = inhibition, % at the top dose, mostly 46.1 µM; hits show Potency in µM; actives 0.64% (n = 320,000); active means well fitted inhibition curve with a large enough effect in the signal ratio, with a control signal flat, not every such curve was filed as active; inconclusive means small, poorly fitted or top-dose-only effect, or effect the other way, or a change in a side signal; the % refers to the signal ratio
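Laser-scanning cytometry quantifies lipid droplet accumulation (500–530 nm total intensity; droplet/cell object ratio) in oleic acid-fed (400 uM added) Drosophila S3 cells treated with a concentration series. 20 uM Triacsin C defined 100% inhibition.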
Lipid storage S3 cell count max: second read-out of Lipid storage S3, no call of its own (marks repeat the call); cell number change, %; measured here: cell count max response;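 cells counted by Cell Tracker Red CMTPX staining in the red channel; peak over a dose series mostly up to 46.1 µM; percent activity relative to internal control wells on each plate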
* hit, by the source's call; [ ] = dose if it differs, or a comment. On the % scale 0 is the no-effect control and ±100 the full control effect; potency means the concentration at half of the fitted maximal effect.

Screening CCC(=O)N(Cc1cc2cc(C)c(C)cc2[nH]c1=O)C1CCCCC1 returned Lipid storage S3 inconclusive.
For COc1ccccc1NC(=O)Nc1nc(C(C)(C)C)cs1 the results were Lipid storage S3 inconclusive.
For CNC(=S)N/N=C/c1c(C)cccc1Cl the results were Lipid storage S3 inconclusive.
For COc1ccc(S(=O)(=O)Nc2nc3ccccc3nc2Nc2cccc(C(=O)O)c2)cc1 the results were Lipid storage S3 inactive and Lipid storage S3 cell count max -2.
`Cc1ccc(NC(=S)NCc2cccn2C)cc1` gave Lipid storage S3 inconclusive.
`COc1ccc(Cl)cc1NC(=O)CN(C)C(=O)c1sc2ccccc2c1Cl` gave Lipid storage S3 -17% and Lipid storage S3 cell count max -4.
COc1ccc(S(=O)(=O)CCC(=O)NCCc2cccc(C)c2)cc1 was read as Lipid storage S3 inconclusive.
COc1cc(Cl)ccc1OCc1cc(C(=O)N(C)CCc2c(C)n[nH]c2C)no1 was read as Lipid storage S3 inconclusive.
Screening Cc1cc(C(=O)CN2C(=O)C(=O)N(C3CCCC3)C2=O)c(C)n1CCc1ccc(F)cc1 returned Lipid storage S3 21µM* and Lipid storage S3 cell count max -15*.
`COc1ccc(N(CC(=O)NC2CC3CCC2C3)S(=O)(=O)c2ccccc2)cc1OC` (stereo not given) gave Lipid storage S3 inconclusive.
Screening Cc1c(Cl)cccc1NC(=O)CCCCCN1C(=O)CCC1=O returned Lipid storage S3 inactive.
For Cc1cc(CN(C)C(=O)c2ccc3nc(Cc4ccccc4F)oc3c2)n[nH]1 the results were Lipid storage S3 inconclusive.
`Cc1ccccc1C(=O)NC1CCN(CC(=O)Nc2nccs2)CC1` gave Lipid storage S3 inconclusive.
`Fc1ccc(Nc2nc3ccccc3s2)cc1` gave Lipid storage S3 inconclusive.
COc1cc(OC)cc(C(=O)NNC(=O)Cc2ccc(OC)c(S(=O)(=O)N3CCOCC3)c2)c1 was read as Lipid storage S3 -8% and Lipid storage S3 cell count max -25.
For CCOc1cccc2sc(NC(=O)CCS(=O)(=O)c3ccccc3)nc12 the results were Lipid storage S3 inconclusive.
`Cc1cc(NC(=O)CSc2ncnc3sccc23)no1` gave Lipid storage S3 inconclusive.
Screening CN(CCOc1ccccc1)S(=O)(=O)c1ccccc1C#N returned Lipid storage S3 inconclusive.
O=C(c1ccc(N2CCCS2(=O)=O)cc1)N1CCN(c2ccccc2)CC1 was read as Lipid storage S3 inconclusive.
For CCCc1cc(=O)oc2cc(OCc3cc(OC)c(OC)c(OC)c3)c(Cl)cc12 the results were Lipid storage S3 17% and Lipid storage S3 cell count max -2.
For C/C=C/c1ccc(OCC(=O)Nc2cc(Cl)ccc2-n2cncn2)c(OC)c1 the results were Lipid storage S3 inconclusive.
CC1CCN(C(=O)CN(CCc2ccccc2)S(C)(=O)=O)CC1 was read as Lipid storage S3 8% and Lipid storage S3 cell count max -3.
COc1ccccc1NC(=S)NCc1cccnc1 was read as Lipid storage S3 inconclusive.
Screening COc1ccc(C2C=C(C34CC5CC(CC(C5)C3)C4)NC(=S)N2)cc1 (stereo not given) returned Lipid storage S3 inconclusive.
c1ccc(C2(CN3CCNC[C@H]3Cc3cccc4ccccc34)CC2)cc1 was read as Lipid storage S3 inconclusive.
For CC(=O)Nc1ccc(NC(=O)C(C)Sc2nc3nc(C)cc(C)n3n2)cc1 (stereo not given) the results were Lipid storage S3 7% and Lipid storage S3 cell count max 10.
`COc1cccc(NC(=O)C2CCCN(S(=O)(=O)c3cccc4nonc34)C2)c1` (stereo not given) gave Lipid storage S3 -3% and Lipid storage S3 cell count max 24.
Screening C=C(CO)C1Cc2cc(C(C)=O)ccc2O1 (stereo not given) returned Lipid storage S3 -8% and Lipid storage S3 cell count max -4.
`O=S(=O)(C/C(=C/CO)S(=O)(=O)c1ccccc1)c1ccccc1` gave Lipid storage S3 inconclusive.
For Nc1nc(CN2CCN(c3ccc(F)cc3)CC2)nc(N2CCCc3ccccc32)n1 the results were Lipid storage S3 7% and Lipid storage S3 cell count max 8.
For COc1ccc(C(=O)N/C(=C\c2ccco2)C(=O)NCCCn2ccnc2)cc1 the results were Lipid storage S3 0% and Lipid storage S3 cell count max -1.
For O=C(/C=C/c1cccc(Cl)c1)Nc1ncccn1 the results were Lipid storage S3 0% and Lipid storage S3 cell count max -12.
Screening CC(=O)c1ccc(N2CCN(C(=S)Nc3ccccc3C(F)(F)F)CC2)cc1 returned Lipid storage S3 15% and Lipid storage S3 cell count max 4.
`CCNc1nc(NCC)nc(N/N=C(\C)c2ccc(OC)cc2)n1` gave Lipid storage S3 inconclusive.
`COC(=O)c1cc(C(=O)OC)cc(N2C(=O)CC(Sc3nc(C)cc(C)n3)C2=O)c1` (stereo not given) gave Lipid storage S3 inactive.
`CN(C)CCCn1c(SCC(=O)N2c3ccccc3Sc3ccccc32)nc2ccccc2c1=O` gave Lipid storage S3 inconclusive.
`COc1ccc(C(=O)N/N=C/c2sc(N3CCOCC3)nc2-c2ccccc2)cc1OC` gave Lipid storage S3 inconclusive.
`CC(C)(C)C1CCC(=NNC(=O)c2ccco2)CC1` (stereo not given) gave Lipid storage S3 inconclusive.
CC(C)CC(=O)Nc1ccc(Oc2ccc(NC(=O)CC(C)C)cc2)cc1 was read as Lipid storage S3 -13% and Lipid storage S3 cell count max 26.
COc1cc(/C=C2\SC(=Nc3c(C)n(C)n(-c4ccccc4)c3=O)NC2=O)ccc1O was read as Lipid storage S3 inconclusive.
For Cc1nnc(NC(=O)CN2CCN(Cc3ccccc3)CC2)s1 the results were Lipid storage S3 inactive and Lipid storage S3 cell count max -6.
`COCCN1CCc2[nH]c(=S)[nH]c(=O)c2C1` gave Lipid storage S3 -2% and Lipid storage S3 cell count max 0.
Cc1sc2ncnc(N3CCC(C(=O)NNC(=O)COc4cccc(C(F)(F)F)c4)CC3)c2c1C was read as Lipid storage S3 inconclusive.
For Cc1cccc(C(=O)Oc2ccccc2-c2nnco2)c1 the results were Lipid storage S3 inconclusive.
Cc1c(NC(=O)/C(=C\c2ccccc2)NC(=O)c2ccccc2)c(=O)n(-c2ccccc2)n1C was read as Lipid storage S3 -1% and Lipid storage S3 cell count max 7.
Screening CSCC(=O)Nc1ccc(F)c(Cl)c1 returned Lipid storage S3 -15% and Lipid storage S3 cell count max -1.
For CC(C)(C)c1cc[n+](CC(=O)Nc2cc(C(F)(F)F)ccc2N2CCOCC2)cc1 the results were Lipid storage S3 inconclusive.
`N#Cc1ccccc1NC(=O)c1ccc2c(c1)OCO2` gave Lipid storage S3 inconclusive.
COc1ccc(Cl)cc1NC(=O)C(C)OC(=O)C1=NNC(=O)CC1 (stereo not given) was read as Lipid storage S3 13% and Lipid storage S3 cell count max -1.
Screening O=C(O)c1nn(CCOc2cccc(Br)c2)c(=O)c2ccccc12 returned Lipid storage S3 inconclusive.

Some of these compounds in order of SMILES length, lowest first:
Screening CSCC(=O)Nc1ccc(F)c(Cl)c1 returned Lipid storage S3 -15% and Lipid storage S3 cell count max -1.
`COCCN1CCc2[nH]c(=S)[nH]c(=O)c2C1` gave Lipid storage S3 -2% and Lipid storage S3 cell count max 0.
`CC(C)(C)C1CCC(=NNC(=O)c2ccco2)CC1` (stereo not given) gave Lipid storage S3 inconclusive.
For Cc1nnc(NC(=O)CN2CCN(Cc3ccccc3)CC2)s1 the results were Lipid storage S3 inactive and Lipid storage S3 cell count max -6.
Screening O=C(O)c1nn(CCOc2cccc(Br)c2)c(=O)c2ccccc12 returned Lipid storage S3 inconclusive.
COc1ccc(Cl)cc1NC(=O)C(C)OC(=O)C1=NNC(=O)CC1 (stereo not given) was read as Lipid storage S3 13% and Lipid storage S3 cell count max -1.
CC(C)CC(=O)Nc1ccc(Oc2ccc(NC(=O)CC(C)C)cc2)cc1 was read as Lipid storage S3 -13% and Lipid storage S3 cell count max 26.
`COc1ccc(C(=O)N/N=C/c2sc(N3CCOCC3)nc2-c2ccccc2)cc1OC` gave Lipid storage S3 inconclusive.
`CN(C)CCCn1c(SCC(=O)N2c3ccccc3Sc3ccccc32)nc2ccccc2c1=O` gave Lipid storage S3 inconclusive.
For CC(C)(C)c1cc[n+](CC(=O)Nc2cc(C(F)(F)F)ccc2N2CCOCC2)cc1 the results were Lipid storage S3 inconclusive.
COc1cc(/C=C2\SC(=Nc3c(C)n(C)n(-c4ccccc4)c3=O)NC2=O)ccc1O was read as Lipid storage S3 inconclusive.
Cc1sc2ncnc(N3CCC(C(=O)NNC(=O)COc4cccc(C(F)(F)F)c4)CC3)c2c1C was read as Lipid storage S3 inconclusive.
Cc1c(NC(=O)/C(=C\c2ccccc2)NC(=O)c2ccccc2)c(=O)n(-c2ccccc2)n1C was read as Lipid storage S3 -1% and Lipid storage S3 cell count max 7.

(continued)
For C/C(=N\NC(=S)Nc1ccccc1C)c1cc2ccccc2o1 the results were Lipid storage S3 18% and Lipid storage S3 cell count max 18.
Cn1c(SCc2ccccn2)nc2c1c(=O)[nH]c(=O)n2C was read as Lipid storage S3 2.6µM* and Lipid storage S3 cell count max 0.7*.
O=C(c1ccc(N2CCCCC2)c([N+](=O)[O-])c1)N(Cc1ccccc1)c1ccccn1 was read as Lipid storage S3 inconclusive.
For CCOC(=O)C1=C(C)N=C(/N=C/N(C)C)SC1c1ccccc1 (stereo not given) the results were Lipid storage S3 18% and Lipid storage S3 cell count max -14.
`COc1ccc(Nc2cc(C)nc3nc(C)nn23)c(OC)c1` gave Lipid storage S3 4%.
Screening COc1ccc(CNC2=CC(=O)CC(C)(C)C2)cc1 returned Lipid storage S3 13% and Lipid storage S3 cell count max -8.
For O=C(CSc1ccccc1F)OCC(=O)N1CCN(C(=O)c2ccco2)CC1 the results were Lipid storage S3 inconclusive.
`CCCCN(CCCC)C(=S)NC(=O)C(C)(C)C` gave Lipid storage S3 inconclusive.
Screening COCc1cc(=O)[nH]c(N2CCN(Cc3ccc4c(c3)OCO4)CC2)n1 returned Lipid storage S3 16% and Lipid storage S3 cell count max 10.
CC(=O)c1c(C)[nH]c(C(=O)NCCc2ccccc2)c1C was read as Lipid storage S3 inconclusive.
`O=C(NNC(=S)NC(=O)c1ccc(F)cc1)c1cccnc1` gave Lipid storage S3 inactive and Lipid storage S3 cell count max 16.
`COC(=O)c1cc(-c2ccc(S(=O)(=O)N3CCCC(C)C3)cc2)c(C(F)(F)F)s1` (stereo not given) gave Lipid storage S3 14% and Lipid storage S3 cell count max 10.
Screening COc1ccc(C(CCc2ccc(C)o2)NC(=O)Nc2ccc(OC)cc2OC)cc1 (stereo not given) returned Lipid storage S3 inconclusive.
O=C(NC(=S)N1CCCCC1)c1cccnc1 was read as Lipid storage S3 5% and Lipid storage S3 cell count max 7.
`COc1ccc(/C=N/NC(=O)c2ccc(Br)cc2)c(OC)c1` gave Lipid storage S3 inconclusive.
`O=S(=O)(NCc1ccccc1)c1cccs1` gave Lipid storage S3 inconclusive.
Screening COC(=O)c1ccc(C(C(=O)NCc2ccccc2)N(Cc2ccco2)C(=O)c2cnccn2)cc1 (stereo not given) returned Lipid storage S3 12% and Lipid storage S3 cell count max 3.
Screening Cc1nn(C)cc1/C=C1\SC(=S)NC1=O returned Lipid storage S3 inconclusive.
For CCOC(=O)c1ccc(NC(=O)c2nn(CC)cc2Br)cc1 the results were Lipid storage S3 inconclusive.
`C=CCn1c(COc2ccc(F)cc2)nnc1SCC(=O)NC1CC1` gave Lipid storage S3 11%[0.0737 µM] and Lipid storage S3 cell count max 7.
NNC(=O)Cn1nc(Cc2ccccc2)n(N)c1=O was read as Lipid storage S3 inconclusive.
For C/C(=N\NC(=O)c1ccc(OC2CCCC2)cc1)c1ccc(O)cc1 the results were Lipid storage S3 inconclusive.
COc1ccc(S(=O)(=O)N2CCN(C(C)C(=O)Nc3ccc(C(C)C)cc3)CC2)cc1 (stereo not given) was read as Lipid storage S3 15% and Lipid storage S3 cell count max 8.
`CSc1ccc(NC(=O)N2CC(C)OC(C)C2)cc1` (stereo not given) gave Lipid storage S3 25% and Lipid storage S3 cell count max -9.
O=C(NCc1ccccn1)C1CCN(S(=O)(=O)c2ccc(Br)cc2)CC1 was read as Lipid storage S3 inactive and Lipid storage S3 cell count max -1.
Screening Cc1nn(Cc2c(F)c(F)c(F)c(F)c2F)c(C)c1NC(=O)c1cccc(COc2ccc(Cl)cc2)c1 returned Lipid storage S3 inconclusive.
For O=C(NCC1CCCO1)C(Cc1ccccc1)N1C(=O)C2C3C=CC(C4CC34)C2C1=O (stereo not given) the results were Lipid storage S3 16% and Lipid storage S3 cell count max 9.
COc1cc(N2CCCC2)c(OC)cc1/C=C(/C#N)c1cccc(F)c1 was read as Lipid storage S3 inconclusive.
For COc1ccc(-c2nnc(SC(C)C#N)o2)cc1 (stereo not given) the results were Lipid storage S3 -6% and Lipid storage S3 cell count max -15.
Screening Cn1c(SCC(=O)Nc2ccccc2)nnc1-c1ccc(NC(=O)CCc2ccccc2)cc1 returned Lipid storage S3 -1% and Lipid storage S3 cell count max 6.
Screening Cc1ccccc1N(CC(=O)NCCSCc1ccco1)S(C)(=O)=O returned Lipid storage S3 inconclusive.
For CC(C)(C)c1ccc(C(=O)N2CCN(C(=O)C3CCCCC3)CC2)cc1 the results were Lipid storage S3 inconclusive.
O=C(COc1ccc(Cl)cc1)NCc1nnc2c3ccccc3c(-c3ccccc3)nn12 was read as Lipid storage S3 inconclusive.
For CC(=O)Nc1ccc(S(=O)(=O)NCCS(=O)(=O)N2CCN(c3ccccc3F)CC2)cc1 the results were Lipid storage S3 inconclusive.
`O=C1CC2(CCN(C(=O)COc3ccccc3F)CC2)Oc2ccccc21` gave Lipid storage S3 inactive.
For COCCNc1nc(N2CCCCC2)c2cnn(C)c2n1 the results were Lipid storage S3 inconclusive.
Screening COc1cccc(Nc2ccccc2C(=O)O)c1 returned Lipid storage S3 1% and Lipid storage S3 cell count max 0.

A portion of the library. The share of hits here may be higher or lower than overall.
